# All columns: NCI-60 one-dose screen, growth in % after 48 h at 10 µM unless noted; 100 = growth as untreated, 0 = no growth, -100 = all killed.
# T-47D = T-47D breast cancer | 79,000 compounds, 5% hits | AID 1794792
# HS 578T = HS 578T breast cancer; 78,000 compounds, 4.1% hits
# BT-549 = BT-549 breast cancer | 78,000 compounds, 4.4% hits | AID 1794793
# MCF7 = MCF7 breast cancer | 82,000 compounds, 6.3% hits
# SR = SR leukemia cells; 73,000 compounds, 8.7% hits
# MDA-MB-231 = MDA-MB-231 breast cancer; 81,000 compounds, 5% hits
# K-562 = K-562 leukemia | 78,000 compounds, 7.4% hits
# MDA-MB-468 = MDA-MB-468 breast cancer; 78,000 compounds, 8.5% hits
# * marks the source's active call; other numbers are inactive results; . = no result given; & = joins results of further samples. How the source made its calls: active means growth percent below 10; inactive means the rest.
SMILES,T-47D,HS 578T,BT-549,MCF7,SR,MDA-MB-231,K-562,MDA-MB-468
CC1CN(C2=NC(=O)/C(=C\c3ccc(N(C)C)cc3)S2)CC(C)O1 (configuration not stated),92,103,92,88,109,100,105,107
Cc1c(O)cc(-c2csc(Nc3ccc(Br)cc3)n2)c(O)c1C,75,102,109,86,113,98,92,108
Brc1ccccc1/C=N/Nc1nc(N/N=C/c2ccccc2Br)nc(N2CCCCC2)n1,89,105,105,87,101,98,95,88
Cn1c(=O)[nH]c(=O)c2nc(/C=C(\Nc3ccccc3)c3ccccc3)c(=O)[nH]c21,111,102,108,96,116,108,111,99
Nc1ccc(-c2nn3c(CCC(=O)c4nc5ncccc5[nH]4)nnc3s2)c(O)c1,87,74,.,85,.,71,105,75
CSc1nc(O)cc(=O)n1C,105,105,121,86,107,101,99,91
Cc1ccc(OC2=C(C#N)C(=N)N3C(=NN2)Sc2c(C)ccc(C)c23)cc1,85,107,105,91,98,95,98,110
CC(=O)c1cc(C(=O)c2ccc3c(c2)Sc2ccccc2N3)c2c(C)cccn12,58,56,18,25,.,20,7.8*,14
CC(C)OC(=O)[C@H](C)N[P@@](=O)(OC[C@@]1(C)O[C@@H](n2ccc(N)nc2=O)C[C@@H]1O[P@](=O)(N[C@@H](C)C(=O)OC(C)C)Oc1ccccc1)Oc1ccccc1,.,102,100,102,115,109,.,107
COc1ccc(/C(C)=C(\c2ccc(Cl)cc2)c2ccc(OCCN3CCCCC3)cc2)cc1,48,64,73,20,-7.6*,46,3.7*,55
CC(=O)n1cc(-c2c[nH]c3ccccc23)c(-c2ccc(O)cc2)n1,92,89,82,77,96,72,98,93
Nc1cc(SCc2ccc(Cl)cc2Cl)ncn1,98,103,97,107,86,98,95,95
CSc1nc2ccccc2n1C,101,114,100,108,.,98,102,101
COc1ccc2c(c1)c(-c1nc(-c3cn(C)c4c(Cl)nccc34)cs1)cn2C,61,102,104,102,62,97,75,75
CCN1CCCSC1=S,107,115,131,98,97,110,85,91
O=C(Nc1cccc(Cl)c1)Oc1c(Br)c(Br)c(Br)c(Br)c1Br,.,84,80,94,107,103,79,94
COC(=O)[C@@H]1[C@H](O)[C@H](C)[C@H](O)[C@H](C)/C=C\C=C(C)C(=O)Nc2c(C)c(OC(C)=O)c3c(c2O)C(=O)C(C)=C2OCOC(=C23)C(C)=C[C@@](C)(O)[C@H](O)[C@@H](C)[C@H]1OC(C)=O,118,127,.,104,121,125,145,110
CCOC(=O)c1cc(C(=O)c2ccccc2)n2c1ccc1c3ncccc3ccc12,89,102,94,53,93,102,102,115
COc1ccc2c(c1)C(=O)/C(=C/c1cccnc1)CC2,80,115,101,45,31,88,.,100
Cc1ccc(-n2cc(C(=O)c3cc4c(ccc5ccccc54)oc3=O)c(C(=O)c3cc4ccccc4o3)n2)cc1,101,92,98,97,92,92,79,106
CCc1ccccc1-n1c(=O)c(C#N)c(-c2ccc(O)cc2)c2c(N)[nH]nc21,110,124,118,115,144,107,114,106
NC(=O)c1cc2c(n1Cc1ccccc1)-c1nc(N)ncc1CCC2,93,102,129,94,93,90,107,86
O=C1NC(=O)C2(CCCc3ccc(N(CCO)CCO)cc32)N1 (configuration not stated),96,89,94,95,95,105,94,108
CCN(C(=O)CN1CCN(c2cc(=O)[nH]c3ccc(F)cc23)CC1)c1ccccc1,84,97,95,91,89,94,80,93
CCC(=C(c1ccc(OCCN2CCCCC2)cc1)c1ccc(OCCN2CCCCC2)cc1)c1ccc(Cl)cc1,-68*,-77*,-92*,-80*,-49*,-90*,-37*,-77*
COc1cc2cc(NC(=O)c3ccc(NCc4cnn(C)c4C)cc3)nc(C)c2cc1OC,19,93,37,86,81,91,40,71
COc1ccc(/C(C)=N/Nc2c3ccccc3nc3ccccc23)cc1,90,95,95,87,101,99,91,85
Cn1ncc(Cl)c1-c1cc(C(=O)N[C@H](CN)Cc2cccc(F)c2)sc1Cl,-25*,.,-4.3*,-12*,-30*,-9.5*,-21*,-62*
N#Cc1ccc(C(=O)COc2ccc(NC(=O)Nc3ccccc3)cc2)cc1,71,98,95,79,54,95,73,75
CC(=O)COC(=O)c1ccccc1,109,121,.,102,90,109,97,127
O=C1Nc2cc(Cl)ccc2/C1=C\c1ccc(OCc2ccccc2)cc1,96,97,101,62,105,104,93,98
O=C1CC(c2ccccc2)Cc2nc3ccc(Cl)cc3cc21 (configuration not stated),76,.,4.6*,54,13,19,6.8*,10
N/C(=N\OC(=O)CSc1nc2ccccc2s1)c1ccc(Cl)cc1,97,97,107,97,85,92,99,100
Nc1ncnc(Nc2ccccc2Oc2ccccc2)n1,117,.,116,100,98,110,100,116
Cn1c(=O)c2nc(NCC3CCCCC3)sc2n(C)c1=O,95,109,113,112,90,110,96,111
CC(C(N)=O)N1CCN(c2cccc(Cl)c2)CC1 (configuration not stated),93,102,100,91,.,102,.,103
COc1cccc(OC)c1C(=O)N[C@@H]1C(=O)N2[C@@H]1SC(C)(C)[C@@H]2C(=O)O,98,114,95,98,.,102,110,114
Cc1cc(OCCO)cc(C)c1Cl,111,104,116,110,124,114,118,124
O=C(O)/C=C(\c1nc2ccc([N+](=O)[O-])cc2[nH]1)c1cc(Cl)ccc1O,5.4*,46,8.6*,13,30,13,15,-2.5*
CCCCCCCCCCCCCCCCNC(=O)Nc1ccc(-c2ccc(NC(=O)NCCCCCCCCCCCCCCCC)c(OC)c2)c(OC)c1,104,90,101,98,102,97,115,95
COc1ccc(-c2nc(SCC(=O)Nc3ccc(C(=O)/C=C/c4ccc(Cl)cc4)cc3)[nH]c(=O)c2C#N)cc1OC,83,97,.,100,85,99,96,96
Cc1cc(-c2ccccc2)c(-c2ccccn2)c2ccccc12,81,103,106,98,84,117,91,.
CN(C)c1ccc(/C=N/NC(=O)c2ccccc2Nc2cccc(C(F)(F)F)c2)cc1,76,83,79,92,85,71,78,.
COC(=O)/C(CCC(Br)C(C)(C)[n+]1ccccc1)=C1\[C@@H](OC(C)=O)C[C@@]2(C)[C@H]1C[C@@H](O)[C@H]1[C@@]3(C)CCC(=O)[C@@H](C)[C@@H]3CC[C@@]12C (some centres not stated),.,111,107,101,105,107,83,88
COc1cc(C)cc2oc3oc(=N)c(-c4nc5ccccc5s4)cc3c(=O)c12,85,.,92,81,81,90,100,104
COc1ccc(OC)c(/C=N/Nc2ncnc3c2c(C)nn3C)c1,85,88,101,85,81,81,93,106
CSCc1ccc(CSC)cc1,92,115,105,102,.,103,85,102
O=C(CN1CCN(c2cc(=O)[nH]c3ccc(F)cc23)CC1)Nc1ccc(Br)cc1,71,71,81,57,61,76,54,64

# Given tab-delimited: part of the list above.
Molecule	T-47D	HS 578T	BT-549	MCF7	SR	MDA-MB-231	K-562	MDA-MB-468
CCCCCCCCCCCCCCCCNC(=O)Nc1ccc(-c2ccc(NC(=O)NCCCCCCCCCCCCCCCC)c(OC)c2)c(OC)c1	104	90	101	98	102	97	115	95
COc1ccc(-c2nc(SCC(=O)Nc3ccc(C(=O)/C=C/c4ccc(Cl)cc4)cc3)[nH]c(=O)c2C#N)cc1OC	83	97	.	100	85	99	96	96

# Carrying on:
SMILES,T-47D,HS 578T,BT-549,MCF7,SR,MDA-MB-231,K-562,MDA-MB-468
O=Cc1ccc(-n2cc(Cc3cc(Cc4cn(-c5ccc(C=O)cc5)nn4)c(Cc4cn(-c5ccc(C=O)cc5)nn4)cc3Cc3cn(-c4ccc(C=O)cc4)nn3)nn2)cc1,102,111,93,93,99,117,90,97
O=S1(=O)OCCCO1,.,99,103,98,.,.,120,96
CS/C(Nc1ccccc1)=C(\C#N)C(=O)c1ccccc1,62,105,103,93,.,109,100,26
COc1ccc(-c2c(C#N)c(-c3ccc(C)cc3)nc3c2c(-c2ccccc2)nn3-c2ccccc2)cc1,91,88,97,85,.,99,88,111
COc1ccc(/C=N/NC(=O)CSc2nc3ccccc3c(=O)n2Cc2ccc(S(N)(=O)=O)cc2)cc1,105,99,105,98,108,102,103,112
CCC(COC(=O)c1ccccc1)NC(C)C (configuration not stated),106,125,95,91,77,115,98,112
O=C(/C=C/Nc1ccc(F)cc1F)c1ccc2c(c1)Nc1ccccc1S2,80,63,86,38,32,78,29,42
COC(=O)NC1c2ccccc2CCC1I (configuration not stated),104,119,.,98,.,94,104,114
O=c1oc2ccccc2cc1C1=Nn2c(nnc2C(F)(F)F)SC1,90,97,98,87,97,91,88,112
COc1cc(C)cc(-c2[nH]ncc2-c2cc(NCCN3CCOCC3)nc(-c3cccnc3)n2)c1,76,94,98,85,82,82,90,83
CCOC(=O)C(CCc1ccccc1[N+](=O)[O-])C(=O)OCC,91,89,109,97,119,110,117,101
CC12CC[C@@H]3[C@]4(C)COC(c5cn[nH]c5-c5ccccc5)O[C@@H]4CC[C@@]3(C)[C@@H]1CC(C1=CCOC1=O)O2 (some centres not stated),49,.,109,95,82,.,69,82
N#Cc1c(N)c2sc(Nc3ccccc3)c(-c3nc4ccccc4s3)c2[nH]c1=S,84,99,101,98,99,79,96,110
CCOC(=O)CC1CSC(=NCc2ccccc2)N1 (configuration not stated),105,101,105,92,94,111,89,100
CCC(C)Cn1cnc2c(SCC(=O)O)nc(N)nc21 (configuration not stated),95,102,102,90,91,104,100,98
O=C(O)CCC(=O)c1ccc2c(c1)CCCC2,107&92,129&109,114,104&95,98&87,99&108,108&92,120&98
COc1ccc(/C=C2\CCCC3=C2N=C2SC=NN2C3c2ccc(OC)c(OC)c2)cc1OC (configuration not stated),53,86,38,23,34,55,27,14
NC(=S)N1N=C(c2ccc(N3CCNCC3)cc2)CC1c1cccs1 (configuration not stated),100,98,113,97,102,101,95,127
CC(=O)Nc1cccc(C(=O)NC(=S)Nc2ccc(S(N)(=O)=O)cc2)c1,74,97,80,95,96,107,94,86
O=c1[nH]n(-c2ccccc2)c(=O)cc1Cl,98,111,100,97,88,97,103,101
CCCC1=NNC(=O)C1,101,110,99,96,103,122,100,115
CN=C1CCCCN1,102,102,89,93,103,108,53,92
N#Cc1c(-c2cccc([N+](=O)[O-])c2)nc(SCC(=O)c2ccc(Cl)cc2)[nH]c1=O,105,98,100,105,.,99,.,110
CCN1CC2=C(Nc3nc(SC)[nH]c(=O)c3C2c2ccc(Cl)cc2)/C(=C/c2ccc(Cl)cc2)C1 (configuration not stated),97,92,102,61,20,80,57,80
COc1c(O)cc2c(c1OC)OCO2,107,102,105,106,101,109,101,110
CC(=O)/C(=C\N1CCNC1=S)C(=O)Nc1ccccc1,86,.,96,90,93,85,103,97

# Of the compounds above, 9 have an aryl thioether with sulfur outside any ring:
SMILES,T-47D,HS 578T,BT-549,MCF7,SR,MDA-MB-231,K-562,MDA-MB-468
CSc1nc(O)cc(=O)n1C,105,105,121,86,107,101,99,91
Nc1cc(SCc2ccc(Cl)cc2Cl)ncn1,98,103,97,107,86,98,95,95
CSc1nc2ccccc2n1C,101,114,100,108,.,98,102,101
N/C(=N\OC(=O)CSc1nc2ccccc2s1)c1ccc(Cl)cc1,97,97,107,97,85,92,99,100
COc1ccc(-c2nc(SCC(=O)Nc3ccc(C(=O)/C=C/c4ccc(Cl)cc4)cc3)[nH]c(=O)c2C#N)cc1OC,83,97,.,100,85,99,96,96
COc1ccc(/C=N/NC(=O)CSc2nc3ccccc3c(=O)n2Cc2ccc(S(N)(=O)=O)cc2)cc1,105,99,105,98,108,102,103,112
CCC(C)Cn1cnc2c(SCC(=O)O)nc(N)nc21 (configuration not stated),95,102,102,90,91,104,100,98
N#Cc1c(-c2cccc([N+](=O)[O-])c2)nc(SCC(=O)c2ccc(Cl)cc2)[nH]c1=O,105,98,100,105,.,99,.,110
CCN1CC2=C(Nc3nc(SC)[nH]c(=O)c3C2c2ccc(Cl)cc2)/C(=C/c2ccc(Cl)cc2)C1 (configuration not stated),97,92,102,61,20,80,57,80
